Source: PubChem BioAssay (National Center for Advancing Translational Sciences (NCATS))
p53ts 32C kill – kills p53ts cells at the permissive temperature; H1299-p53A138V at 32C, ATP luminescence viability, 24 h; Potency, µM (series often up to 46.1 µM), for the others: top-dose activity change, negative = cytotoxicity, most hits filed as cytotoxic; 130,000 tested, 0.93% active; AID 924;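 note: 0% = DMSO and -100% = full killing by reference compound; nearly all actives have a fitted effect of over 55% in size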
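Viability by ATPlite luminescence after 24 h compound treatment (up to 46 uM) at the permissive 32C. Cells are H1299 carrying p53 A138V. Scale runs from DMSO basal to 100 uM tamoxifen as full kill; AC50 from Hill fits.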
Peg3 imprint – inducers of genomic imprint erasure in mouse ES cells | mouse ES Peg3-LacZ reporter, beta-gal luminescence, 40 h | Potency, µM (series often up to 60.7 µM), without a hit: top-dose activity change, positive = activation, hits mostly activators | 110,000 tested, 0.02% active | AID 1948;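 note: 0% = negative control wells on the plate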
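Imprint erasure is scored as LacZ activity from the silenced maternal Peg3 allele in feeder-free female ES cells cultured 40 h with LIF. Luminescence is normalized to in-plate negative controls and fitted to the Hill equation.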
p53ts 39C tox – cytotoxicity in p53ts cells at nonpermissive temperature; H1299-p53A138V viability at 39C, ATP luminescence, 24 h; Potency, µM (top dose mostly 46.1 µM), inactives show at the top dose activity change, negative = cell killing, actives largely listed as cytotoxic; 130,000 tested, 1.5% active; note: nearly all actives have a fitted effect of over 55% in size
IkB sig inh – IkB pathway inhibition in ABC-DLBCL cells. ABC-DLBCL IkBa-CBG/CBR dual luciferase ratio, 4 h; response scale: scaled: untreated 0%, proteasome inhibitor 100%. Potency, µM (series often up to 57.1 µM), without a hit: at the top dose IkBa stabilization activation. 110,000 tested, 0.04% active; active = well fitted curve in the direction sought with a large enough effect in the signal ratio, not every such curve was filed as active; inconclusive = small, poorly fitted or top-dose-only effect, or a change in a side signal; the % refers to the signal ratio;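 note: the direction sought is a rising ratio; 0% = basal untreated cells and 100% = reference inhibitor full response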
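Luminescence ratio of IκBα-fused green versus native red beetle luciferase in OCI-Ly3 cells, 4 h post-doxycycline with compound; red signal alone, scaled from basal (0%) to zero light (-100%), flagged nonspecific or cytotoxic effects.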
* marks the source's active call; other numbers are inactive results; ? = inconclusive; nt = no result given; [ ] = another dose, or the depositor's remark. Unless noted, calls come from the whole dose curve; as a rule, active = well fitted curve in the direction sought with a large enough effect; inconclusive = small, poorly fitted or top-dose-only effect, or another doubt; inactive = no such curve, though single readings can be large; an effect the other way counts as inactive or inconclusive. Unless noted, % is set by controls: 0 for no effect and ±100 for the full control effect; potency is the fitted concentration of half-maximal effect. This is a random part of the collection; overall some 1.7% were active at least once.

Letter code – A = p53ts 32C kill; B = Peg3 imprint; C = p53ts 39C tox; D = IkB sig inh
compound: Cn1c(C(=O)OCC(=O)NCc2cccs2)cc2sccc21
  A: -4%	B: -11%	C: -3%	D: 0.5%
compound: Cc1cc2c(cc(C(=O)O)n2C)s1
  A: -5%	B: -13%	C: -4%	D: 5.1%
compound: COc1cccc2c1cc1c(=O)n(CC(=O)N3CCN(c4ccccc4)CC3)nc(C)n12
  A: 3%	B: -5%[10.9 µM]	C: 1%	D: -0.7%
compound: Cc1cccc(NS(=O)(=O)c2ccc3[nH]c(=O)ccc3c2)c1C
  A: -11%	B: -15%[10.9 µM]	C: -21%	D: ?
compound: Cc1cc(C(=O)CCC(=O)N2CCN(S(=O)(=O)c3cccs3)CC2)c(C)s1
  A: 0%	B: -13%	C: 2%	D: 0.4%
compound: CCC(CC)C(=O)Nc1c2c(nn1-c1ccc(OC)cc1)CS(=O)C2 (stereo not drawn)
  A: 0%	B: 3%	C: 6%	D: 0.7%
compound: Cc1ccc(OCC(=O)Nc2nonc2-c2ccc(Br)cc2)cc1
  A: -5%	B: -4%[10.9 µM]	C: -23%	D: 0.7%
compound: CC1C=CCC2C(=O)N(c3cccc(C(=O)N4CCCCCC4)c3)C(=O)C12 (stereo not drawn)
  A: 18%	B: -11%	C: 8%	D: -0.4%
compound: CCCCS(=O)(=O)/C=C/[C@H]1[C@H](S(=O)(=O)CCCC)[C@H]2C=C[C@@H]1C2
  A: 13%	B: nt	C: 0%	D: nt
compound: Cc1ccc(SC(C)C(=O)N2CCCC2)cc1 (stereo not drawn)
  A: -4%	B: -4%	C: -6%	D: 0.0%
compound: CCn1c(=O)cc(SCC(=O)NCCCN2CCN(c3ccc(F)cc3)CC2)c2ccccc21
  A: -10%	B: -13%	C: -24%	D: ?
compound: COc1cc2c(C(=O)N3CCN(c4cccc(C(F)(F)F)c4)CC3)cn(CC(C)C)c(=O)c2cc1OC
  A: 8%	B: -12%[10.9 µM]	C: 6%	D: -1.2%
compound: CCCS(=O)(=O)c1nc(S(=O)(=O)c2ccc(C)cc2)c(NCC(C)C)s1
  A: 15%	B: -7%[10.9 µM]	C: 12%	D: 1.4%
compound: Cc1c(CNCc2ccc(OC(C)C)cc2)c(C(=O)O)c(C)n1Cc1ccc(Cl)cc1
  A: 0%	B: 5%[10.9 µM]	C: -8%	D: 3.2%
compound: CCCOP(=O)(c1ccc(N(C)C)cc1)C(O)c1cc(OC)c(OC)c(OC)c1 (stereo not drawn)
  A: -1%	B: 12%	C: 4%	D: 3.8%
compound: CCC(C)(C)n1nnnc1C(c1ccc(C)cc1)N1CCN(Cc2ccc3c(c2)OCO3)CC1 (stereo not drawn)
  A: -2%	B: nt	C: -1%	D: nt
compound: Cc1ccc(C(CC(=O)N2CCOCC2)c2ccco2)cc1 (stereo not drawn)
  A: 2%	B: -3%	C: 8%	D: 1.3%
compound: COc1cc(C2NC(=O)NC(C)=C2C(=O)OCC2CCCO2)ccc1O (stereo not drawn)
  A: -2%	B: 5%	C: 3%	D: 0.1%
compound: Cc1cc(NC(=O)COC(=O)CSc2nc3cc(Cl)ccc3n2Cc2ccccc2)no1
  A: 16%	B: -9%	C: -6%	D: 1.8%
compound: O=C(Nc1cccc(F)c1)C1CCN(C(=O)Cc2ccccc2)CC1
  A: -2%	B: ?	C: -1%	D: 1.5%
compound: C[C@]1(C(=O)NCC2CC2)C=C[C@@H](Cc2ccccc2)N1C(=O)c1ccccc1
  A: 5%	B: -12%	C: -7%	D: nt
compound: COc1ccc(-c2nnc(SCC(=O)c3ccc(C)o3)o2)cc1
  A: -2%	B: -18%	C: 2%	D: 0.5%
compound: CC(C)Oc1cc(O)c2c(=O)c(-c3ccc(O)cc3)coc2c1
  A: ?	B: -22%	C: ?	D: -3.3%
compound: O=c1c(-c2cccc(Cl)c2)nc2cncnc2n1Cc1ccccc1Cl
  A: -7%	B: nt	C: -10%	D: 1.8%[11.4 µM]
compound: O=C(CC1C(=O)N(c2ccccc2)C(=O)N1Cc1ccc2c(c1)OCO2)Nc1ccccc1 (stereo not drawn)
  A: -6%	B: -6%[10.9 µM]	C: -20%	D: ?
compound: COCCNC(=O)NC(=O)COC(=O)C12CC3CC(CC(NC(C)=O)(C3)C1)C2
  A: -8%	B: -6%	C: 5%	D: 0.1%
compound: Cc1c(NC(=O)C2CC=CCC2C(=O)O)c(=O)n(-c2ccccc2)n1C (stereo not drawn)
  A: 4%	B: 1%	C: 0%	D: -0.8%
compound: C=C1C(N)CC2CC1C2(C)C (stereo not drawn)
  A: -6%	B: -13%	C: -3%	D: nt
compound: Cc1ccc(-n2c(SCc3cn4ccsc4n3)nc3ccccc3c2=O)cc1
  A: 4%	B: -24%	C: -12%	D: ?
compound: COc1ccc(-n2c(-c3cccc(F)c3)nc3c(cnn3-c3ccc(C)cc3)c2=O)cc1
  A: 19%	B: -12%[10.9 µM]	C: 13%	D: 0.2%
compound: O=C1O/C(=C\C(=O)N2CCOCC2)c2ccccc21
  A: -4%	B: -5%	C: -3%	D: 6.4%
compound: CCOC(=O)Cc1ccc(NC(=O)NCc2c(-n3cccc3)sc3c2CCCC3)cc1
  A: 4%	B: -8%[10.9 µM]	C: -16%	D: -1.8%
compound: CCCCC1(Cc2ccc([N+](=O)[O-])cc2)C(=O)N(c2ccccc2)N(c2ccccc2)C1=O
  A: -4%	B: nt	C: -1%	D: nt
compound: Cc1ccc(C(=O)[C@@H]2[C@H]3C4COC(O4)C(=O)[C@@H]3[C@H]3C=Cc4ccccc4N32)cc1 (stereo partly drawn)
  A: -5%	B: 7%	C: -3%	D: nt
compound: CCCC(c1nnnn1CCOC)N1CCN(C(=O)c2ccco2)CC1 (stereo not drawn)
  A: -6%	B: -3%	C: -4%	D: 0.5%
compound: Cc1cc(C)cc(-n2c(C)nc3cc(C(=O)NCc4ccccc4Cl)ccc32)c1
  A: 39%[activator]	B: -10%[10.9 µM]	C: 32%[activator]	D: ?
compound: Nc1nnc(SCc2ccc(F)cc2Cl)s1
  A: 13%	B: -4%	C: 6%	D: ?
compound: CCOC(=O)c1cnn(-c2ccc(C(=O)Nc3cccc(C(C)=O)c3)cc2)c1N
  A: 19%	B: -9%[10.9 µM]	C: 42%[activator]	D: 0.2%
compound: O=c1c2cc3ccccc3n2cnn1Cc1ccccc1F
  A: ?	B: nt	C: -2%	D: nt
compound: CCOc1ccc(-c2cnc(NCc3ccc(C(F)(F)F)cc3)n2C)cc1
  A: -11%	B: -24%[10.9 µM]	C: -80%	D: -0.9%
compound: COc1ccc(NC(=O)N2CCCC3(CCN(C(=O)c4cccc(F)c4)CC3)C2)cc1
  A: 0%	B: nt	C: 11%	D: -0.5%[11.4 µM]
compound: COC(=O)c1cccc(S(=O)(=O)N2CCN(c3nc4ccccc4s3)CC2)c1
  A: -9%	B: -2%	C: 8%	D: -3.7%
compound: CCc1ccccc1NC(=O)Cn1nnc(C(=O)NCc2cccs2)c1N
  A: 12%	B: -18%[10.9 µM]	C: 16%	D: -2.5%
compound: Cc1cc(C)c(NC(=O)CN2CCN(C)CC2)c(C)c1
  A: 0%	B: 6%	C: -7%	D: -3.5%
compound: CN(CC[C@@H](Oc1ccc(-c2ccccc2)cc1)c1ccc(F)cc1)CC(=O)O
  A: 12%	B: -3%	C: -17%	D: 0.5%
compound: COc1ccc2c(c1)CC/C(=C\C=C\c1ccccc1)C2=O
  A: -6%	B: nt	C: 3%	D: nt
compound: Cc1ccc(NC(=O)CN2C(=O)NC3(CCC(C)CC3)C2=O)c(Cl)c1 (stereo not drawn)
  A: -18%	B: -14%	C: -20%	D: 1.8%
compound: Cc1cccc(C)c1NC(=O)CSc1nnc(-c2ccoc2C)n1C
  A: 1%	B: -1%	C: 0%	D: 0.5%
compound: CCc1ccc(NC(=O)c2cc3c(=O)n(Cc4cccs4)ccc3nc2C)cc1
  A: 11%	B: -14%[10.9 µM]	C: -3%	D: 0.8%
compound: Cc1ccc(NC(=O)c2ccc(F)c(S(=O)(=O)N3CCOCC3)c2)cc1F
  A: -1%	B: -20%	C: 0%	D: ?
compound: Cc1cccc(-c2c3c(=O)n(C)c(=O)n(C)c3cn2C(C)C)c1
  A: 2%	B: -9%	C: -6%	D: -3.3%
compound: COC(=O)c1c(NC(=O)/C(C#N)=C/c2ccccc2)sc2c1CCC2
  A: -1%	B: 5%[10.9 µM]	C: 18%	D: 6.2%
compound: COCCNC(=O)c1sc2nc(-c3ccccc3)cn2c1C
  A: -19%	B: -24%	C: -19%	D: -2.4%
compound: CC(C)(C)C1=C(C#N)C(c2cc3c(cc2Br)OCO3)C(C#N)=C(N)O1 (stereo not drawn)
  A: 0%	B: 6%	C: 10%	D: 0.5%
compound: CCOC(=O)N(C)c1ccc(C(O)(C(F)(F)F)C(F)(F)F)cc1
  A: -3%	B: -9%	C: -10%	D: 8.2%
compound: Cc1ccc2c(c1)c1c3n2CCN(C(=O)C2CC2)C3CCC1 (stereo not drawn)
  A: 1%	B: -13%	C: -10%	D: -0.9%
compound: COc1cccc(Cn2ccn(-c3ccc(F)cc3)c(=O)c2=O)c1
  A: 9%	B: -14%[10.9 µM]	C: -10%	D: 0.5%
compound: CC(=O)N1CCc2c(sc3c2c(=O)n(-c2cc(Cl)ccc2C)c(=O)n3C)C1
  A: -3%	B: -9%[10.9 µM]	C: -9%	D: 5.6%
compound: Cc1nn(C(C)C(=O)NCc2ccc(OC(C)C)cc2)c(=O)c2c1sc1ccccc12 (stereo not drawn)
  A: -14%	B: -15%[10.9 µM]	C: ?	D: -0.1%
compound: CCOc1ccc(CNC(=O)C2CCN(C(=O)c3ccc(-n4ccc5ccccc54)s3)CC2)cc1
  A: -12%	B: -13%[10.9 µM]	C: -26%	D: ?

At a glance, some entries already given:
Letter code – A = p53ts 32C kill; B = Peg3 imprint; C = p53ts 39C tox; D = IkB sig inh
compound: COc1cccc(Cn2ccn(-c3ccc(F)cc3)c(=O)c2=O)c1
  A: 9%	B: -14%[10.9 µM]	C: -10%	D: 0.5%
compound: CC(=O)N1CCc2c(sc3c2c(=O)n(-c2cc(Cl)ccc2C)c(=O)n3C)C1
  A: -3%	B: -9%[10.9 µM]	C: -9%	D: 5.6%
compound: Cc1nn(C(C)C(=O)NCc2ccc(OC(C)C)cc2)c(=O)c2c1sc1ccccc12 (stereo not drawn)
  A: -14%	B: -15%[10.9 µM]	C: ?	D: -0.1%
compound: CCOc1ccc(CNC(=O)C2CCN(C(=O)c3ccc(-n4ccc5ccccc54)s3)CC2)cc1
  A: -12%	B: -13%[10.9 µM]	C: -26%	D: ?

(continued)
Letter code – A = p53ts 32C kill; B = Peg3 imprint; C = p53ts 39C tox; D = IkB sig inh
compound: CC(NC(=O)CNC(=O)OCc1ccccc1)C(=O)N1CC(O)CC1C(=O)OCc1ccccc1 (stereo not drawn)
  A: ?	B: 17%	C: -13%	D: ?
compound: Cc1cc2c(cc1S(=O)(=O)CCC(=O)NCc1ccccc1)OCC(=O)N2
  A: -3%	B: -13%[10.9 µM]	C: -29%	D: ?
compound: O=C(Nc1nnc(CCN2CCCCC2)s1)C1CCCCC1
  A: -11%	B: -19%	C: 1%	D: 1.3%
compound: O=C(NCc1ccco1)c1cc(-c2cccc(Cl)c2)on1
  A: 1%	B: -23%	C: -8%	D: ?
compound: O=C(CSc1ncnc2c1oc1ccccc12)OCc1ccccc1
  A: 1%	B: -15%	C: -6%	D: -5.2%
compound: COc1cccc(C2C(C(=O)Nc3ccc(Cl)cc3)=C(C)Nc3c(C(=O)Nc4ccccc4)cnn32)c1OC (stereo not drawn)
  A: 8%	B: -13%[10.9 µM]	C: -6%	D: 1.4%
compound: CCN1CCN(C(=O)c2ccc3c(c2)N(Cc2ccc(F)cc2)C(=O)c2ccccc2S3(=O)=O)CC1
  A: 10%	B: 11%[10.9 µM]	C: -11%	D: -0.5%
compound: COC(=O)C(NC(=O)c1ccc(C)cc1)(Nc1cccc(C)n1)C(F)(F)F (stereo not drawn)
  A: -4%	B: nt	C: 2%	D: nt
compound: O=C(CCNc1ccc(F)c(Cl)c1)c1ccco1
  A: -12%	B: -28%	C: -11%	D: ?
compound: CCN1CCCC1CN(Cc1cc2cc(C)ccc2[nH]c1=O)C(=O)Nc1ccccc1OC (stereo not drawn)
  A: -15%	B: -12%	C: -7%	D: 0.3%
compound: Cc1ccc2c(=O)c(C(=O)c3ccc(F)cc3)cn(CC(=O)NCc3ccccc3)c2n1
  A: -5%	B: 13%[10.9 µM]	C: -9%	D: ?
